KCNK3 inh: human KCNK3 channel inhibitors, primary screen, CHO cells, FluxOR thallium flux, B-score; Potassium channel subfamily K member 3 (Homo sapiens), O14649; FluxOR fluorescence; hits give low values; B-score at 10 µM; 340,000 compounds, 0.84% hits;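 active = B-score under library mean minus 4 SD, starting fluorescence ratio at most library mean plus 5 SD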;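 note: more negative B-score means stronger inhibition of thallium flux through KCNK3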
Target sequence (O14649 whole entry, looked up): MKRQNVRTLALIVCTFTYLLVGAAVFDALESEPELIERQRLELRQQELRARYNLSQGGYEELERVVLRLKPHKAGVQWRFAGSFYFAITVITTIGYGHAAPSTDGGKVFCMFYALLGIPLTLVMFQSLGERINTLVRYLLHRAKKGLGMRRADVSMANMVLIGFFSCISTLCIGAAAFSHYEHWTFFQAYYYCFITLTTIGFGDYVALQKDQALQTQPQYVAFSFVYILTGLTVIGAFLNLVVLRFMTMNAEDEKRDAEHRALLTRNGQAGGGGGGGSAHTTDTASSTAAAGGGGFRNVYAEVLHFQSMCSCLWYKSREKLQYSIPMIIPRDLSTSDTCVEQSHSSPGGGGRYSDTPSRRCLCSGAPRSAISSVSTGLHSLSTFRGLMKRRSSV
ANO1 activ: TMEM16A chloride channel activators or potentiators, primary screen, cell-based, HTS; Anoctamin-1 (Mus musculus), Q8BHY3; HEK293 TMEM16A/YFP-H148Q/I152L, iodide quench fluorescence; hits give low values; B-score at 10 µM; 340,000 compounds, 0.3% hits;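 active = fluorescence-ratio B-score plate-corrected deviation score at least 3 library SD below zero, with starting fluorescence score within 5 deviations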;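 note: channel opened by trigger with iodide after compound preincubation; score built on the fluorescence ratio of max minus min over baseline; more negative score means more quench and so TMEM16A activation or potentiation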
An asterisk follows results filed as active; i = inactive.

SMILES | KCNK3 inh | ANO1 activ
O=C(COC(=O)COc1ccc(Cl)cc1)NC1CCS(=O)(=O)C1 (configuration not stated) | i | i
COc1ccc(CCNC(=O)c2ccccc2OCc2c(C)noc2C)cc1 | i | i
Cn1nnnc1SCC(=O)Nc1ccc(C(=O)N2CCN(Cc3ccccc3F)CC2)cc1 | i | i
CCOC(=O)C1CCCN(C(=S)Nc2ccc(S(=O)(=O)N3CCOCC3)cc2)C1 (configuration not stated) | i | i
COc1ccc(NC(=O)c2c[nH]c(=O)n(-c3ccc(C)c(C)c3)c2=O)c(OC)c1 | i | i
CC(C(=O)Nc1ccc2c(c1)OCO2)N(C)CC(=O)Nc1ccc(Cl)cc1 (configuration not stated) | i | i
CC(NC(=O)COC(=O)c1cccc(S(=O)(=O)N2CCCC2)c1)c1ccccc1 (configuration not stated) | i | i
Cc1ccc(S(=O)(=O)Nc2ccc3ncccc3c2[N+](=O)[O-])cc1 | i | i
O=C(Cn1[nH]c(=O)c2ccccc2c1=O)OCC(=O)c1ccccc1 | i | i
CC(=O)c1ccc(NCC(=O)N2CCN(S(=O)(=O)c3ccccc3)CC2)cc1 | i | i
CCC/C=C1/CCCOC(C(=O)NCc2ccc(C)o2)(C(F)(F)F)C1 (configuration not stated) | i | i
CC1=CC(C)(C)NC(=S)N1c1ccc(Cl)cc1 | i | i
CC(C)(C)c1ccc(C(=O)Nc2cccc(S(=O)(=O)NC3=NCCC3)c2)cc1 | i | i
Cc1cc2occ(CC(=O)N(C)CC(=O)Nc3ccccc3C(F)(F)F)c2cc1C | i | i
CCC1(CC)NC(=O)N(CC(=O)OCc2nc3cc(C(=O)OC)ccc3c(=O)[nH]2)C1=O | i | i
Cc1cc(Cl)ccc1OCC(=O)OCC(=O)N1CCC(C(N)=O)CC1 | i | i
Cc1ccc(C(=O)NN=Cc2ccc3c(c2)OCO3)cc1 | i | i
COc1ccc(NC(=O)Nc2cccc3c2O[C@H](CN(C)C(=O)Nc2c(C)noc2C)[C@@H](C)CN([C@H](C)CO)C3=O)cc1 | i | i
O=C(Cc1ccccc1F)Nc1cc(S(=O)(=O)N2CCOCC2)ccc1N1CCOCC1 | i | i
Cc1ccc(OCCC(=O)Nc2cc(S(=O)(=O)N3CCOCC3)ccc2N2CCCC2)cc1 | i | i
CCN(CC(=O)Nc1ccc(NC(C)=O)cc1)C(=O)c1cc([N+](=O)[O-])ccc1Sc1ccc(Cl)cc1 | i | i
COc1ccc(S(=O)(=O)N2CCOCC2)cc1C(=O)Nc1ccc(N2CCCCCC2)cc1 | i | i
C[C@H](CO)N1C[C@H](C)[C@@H](CN(C)C(=O)NC2CCCCC2)Oc2ccc(NC(=O)Cn3cnnn3)cc2C1=O | i | i
COc1ccc(NS(=O)(=O)c2ccc(C(=O)NCC3(N4CCOCC4)CCCCC3)cc2)cc1 | i | i

Next section, starting with the last two of the part before.
SMILES | KCNK3 inh | ANO1 activ
C[C@H](CO)N1C[C@H](C)[C@@H](CN(C)C(=O)NC2CCCCC2)Oc2ccc(NC(=O)Cn3cnnn3)cc2C1=O | i | i
COc1ccc(NS(=O)(=O)c2ccc(C(=O)NCC3(N4CCOCC4)CCCCC3)cc2)cc1 | i | i
CC(=O)c1ccccc1NC(=O)COC(=O)C1CCCN1S(=O)(=O)c1ccccc1F (configuration not stated) | i | i
CSc1ccc(CN(C)CC(=O)Nc2ccccc2C(=O)NC2CC2)cc1 | i | i
O=C(O)C(SC(C(=O)O)c1ccccc1)c1ccccc1 (configuration not stated) | i | i
O=C(NCc1cccc(F)c1)c1cccc2c1C(=O)c1ccc(N3CCOCC3)cc1S2(=O)=O | i | i
Cc1ccc(S(=O)(=O)N2CCN(C(=O)c3cc4c(s3)CCCC4)CC2)c(C)c1 | i | i
CC(=O)Nc1cc2c(cc1Cl)-c1ccccc1C2 | i | i
CC(C)NS(=O)(=O)c1ccc(NC(=O)C(C)OC(=O)CCC2CCCCC2)cc1 (configuration not stated) | i | i
CCOc1ccc(NC(=O)C2CC(=O)N(CCc3ccccc3)C2)cc1OC (configuration not stated) | i | i
CC(C)Cn1c(N)c(C(=O)COC(=O)c2cccn2C)c(=O)n(C)c1=O | i | i
CC(C)c1ccc(S(=O)(=O)N2CCN(C(=O)c3ccncc3)CC2)cc1 | i | i
COc1ccccc1N(C)S(=O)(=O)c1ccc(C(=O)OCC(=O)Nc2ccc(C(N)=O)cc2)cc1 | i | i
O=C(Nc1ccc(F)cc1)c1ccc2c(c1)S(=O)(=O)N=C1CCCCCN12 | i | i
C#CCOCCOCCOCCNc1nc(N2CCN(C(=O)[C@H](CC(N)=O)n3cc([C@@H](N)C(C)C)nn3)CC2)nc(N2CCN(C(=O)[C@H](CC(N)=O)n3cc([C@@H](N)C(C)C)nn3)CC2)n1 | i | i
O=C(COC(=O)C1CCCC1)Nc1cccc(Cl)c1Cl | i | i
Cc1cccc(NC(=O)CN2C(=O)N/C(=C/c3cc(C)n(C)c3C)C2=O)c1 | i | i
CS(=O)(=O)Nc1ccc(C(=O)CSc2nnc(C3CC3)n2C2CC2)cc1 | i | i
COc1ccc2c(c1)OC[C@H]1[C@@H]2N2C(=O)[C@@H](C)NC(=O)[C@@]2(C)[C@H]1c1ccccc1 | i | i
CC1CCCN(C(=O)C2CCN(S(=O)(=O)c3ccccc3)CC2)C1 (configuration not stated) | i | i
Nn1c(SCC(=O)NC2CCCCC2)nnc1-c1ccccc1F | i | i
CC(C)(C)OC(=O)C[C@H]1C/C=C\C[C@@H](CC(=O)N(CCO)Cc2ccccc2)C(=O)N[C@H](Cc2c[nH]c3ccccc23)COC1=O | i | i
CC(C)(C)OC(=O)C[C@@H]1C/C=C\C[C@H](CC(=O)N[C@H](CO)Cc2ccccc2)C(=O)N2CCC[C@H]2COC1=O | i | i
Cc1ccc(SCC(=O)OCC(=O)NC(C)c2ccc(F)cc2)cc1 (configuration not stated) | i | i
COc1cc2c(c(OC)c1OC)C(=O)CO2 | i | i
COc1cc(Cl)c(NC2=CC(=O)C(=O)c3ccccc32)c(OC)c1 | i | i

7 records drawn at random from the list so far, as already listed:
SMILES | KCNK3 inh | ANO1 activ
CC(C)(C)OC(=O)C[C@H]1C/C=C\C[C@@H](CC(=O)N(CCO)Cc2ccccc2)C(=O)N[C@H](Cc2c[nH]c3ccccc23)COC1=O | i | i
Cc1ccc(SCC(=O)OCC(=O)NC(C)c2ccc(F)cc2)cc1 (configuration not stated) | i | i
COc1cc(Cl)c(NC2=CC(=O)C(=O)c3ccccc32)c(OC)c1 | i | i
CC(C)(C)OC(=O)C[C@@H]1C/C=C\C[C@H](CC(=O)N[C@H](CO)Cc2ccccc2)C(=O)N2CCC[C@H]2COC1=O | i | i
COc1cc2c(c(OC)c1OC)C(=O)CO2 | i | i
CC1CCCN(C(=O)C2CCN(S(=O)(=O)c3ccccc3)CC2)C1 (configuration not stated) | i | i
Nn1c(SCC(=O)NC2CCCCC2)nnc1-c1ccccc1F | i | i

(next part)
SMILES | KCNK3 inh | ANO1 activ
CCCCOc1ccc(C(=O)NCC(=O)NNC(=O)C2COc3ccccc3O2)cc1 (configuration not stated) | i | i
O=C(COc1ccc(Br)cc1)Nc1ccc(N2CCOCC2)cc1N1CCOCC1 | i | i
Cc1noc(C)c1S(=O)(=O)Nc1ccc2c(c1)C(=O)N([C@H](C)CO)C[C@H](C)[C@@H](CN(C)S(=O)(=O)c1ccc(F)cc1)O2 | i | i
C=C[C@@H]1c2c(F)cccc2N(S(=O)(=O)c2ccc(C)cc2)[C@H](c2ccc(OC(C)=O)cc2)C1(C#N)C#N | i | i
COc1ccc([C@H]2CC(=O)C=C(c3ccc(Cl)c(F)c3)C2)cc1 | i | i
COc1ccc(Cl)cc1CC=NNC(=O)c1ccncc1 | i | i
COc1ccc2c(c1)OC[C@H]1[C@H]2N2C(=O)CN(Cc3ccco3)C(=O)[C@@]2(C)[C@H]1c1ccccc1 | i | i
CCN1CCN(Cc2nc3c(c(=O)n(C)c(=O)n3C)n2CCc2ccccc2)CC1 | i | i
N#CCCN(C(=O)COC(=O)CCC(=O)c1cccs1)c1ccccc1 | i | i
CCOC(=O)c1ccc(S(=O)(=O)N2CCC(C(=O)Nc3nnc(C)o3)CC2)cc1 | i | i
CC(C)(C)c1ccc(OCCCC(=O)Nc2cccc(S(=O)(=O)N3CCOCC3)c2)cc1 | i | i
COc1cc(NC(=O)C2CC(=O)N(Cc3ccco3)C2)c(OC)cc1Cl (configuration not stated) | i | i
O=C(Nc1cccc(S(=O)(=O)NC2=NCCC2)c1)c1ccc(C(F)(F)F)cc1 | i | i
O=[N+]([O-])c1ccc2nc(NN=Cc3ccc(O)cc3)sc2c1 | i | i
c1ccn(CCc2ccncc2)c1 | i | i
N#CCSc1ccccc1NC(=O)COc1ccc(-c2nnco2)cc1 | i | i
CN(C)S(=O)(=O)c1cccc(NC(=O)c2ccc(N3CCCC3=O)cc2)c1 | i | i
Cc1ccc(OCC(=O)N(C)CC(=O)Nc2ccccc2Cl)c([N+](=O)[O-])n1 | i | i
O=C(NCCCN1CCCC1=O)C1CCN(S(=O)(=O)c2cccc(Cl)c2Cl)CC1 | i | i
OC1COC(c2ccccc2)OC1C1OC(c2ccccc2)OCC1O (configuration not stated) | i | i
CC(=O)Oc1ccc(OC(C)=O)c2c1C1C=CC2CC1 | i | i
O=C(CCC(=O)N1CCN(S(=O)(=O)c2ccc(Cl)cc2)CC1)NCc1cccc(C(F)(F)F)c1 | i | i
COc1c2c(c3c(c1OC)c(=O)c1ccccc1n3C)OCO2 | i | i
O=C(NCc1ccc(OC(F)(F)F)cc1)c1cccc2c1C(=O)c1ccc(N3CCCCC3)cc1S2(=O)=O | i | i
CCCCCc1cc(=O)c2ccccc2o1 | i | i
O=C(CN1C(=O)NC(c2ccccc2)(c2ccccc2)C1=O)Nc1ccc(N2CCOCC2)cc1 | i | i
COc1cc(C(=O)OC(C)C(=O)Nc2ccc3c(c2)OCCO3)cc(OC)c1OC (configuration not stated) | i | i
O=C(Nc1cc(S(=O)(=O)N2CCOCC2)ccc1N1CCCC1)c1cc(F)c(F)cc1Cl | i | i
CSc1ncccc1C(=O)OCC(=O)Nc1ccc(N2CCOCC2)cc1 | i | i
CCOc1ccc(C(=O)NCC(=O)NNC(=O)c2cc(C)oc2C)cc1OCC | i | i
O=C(COC(=O)/C=C/c1ccccc1Cl)Nc1cccnc1Cl | i | i
CCN1CCN(c2ccc(S(=O)(=O)N3CCOCC3)cc2NC(=O)c2ccc(OCC(C)C)cc2)CC1 | i | i
O=C(COC(=O)c1ccc(F)cc1Cl)NC1CCS(=O)(=O)C1 (configuration not stated) | i | i
O=C1C=C(NCCc2cc(Br)c(O)c(Br)c2)C(=O)c2ncccc21 | i | i
CCC(=O)c1ccc(OCC(=O)OC(C)C(=O)Nc2c(C)n(C)n(-c3ccccc3)c2=O)cc1 (configuration not stated) | i | i
COc1ccc(NS(=O)(=O)c2cc(C(=O)N3CCC3)ccc2C)cc1 | i | i
CCC1CCC2(CC1)NC(=O)N(CC(=O)N1CCc3ccccc31)C2=O (configuration not stated) | i | i
N#CCSc1ccccc1NC(=O)COC(=O)Cc1c[nH]c2ccccc12 | i | i
Cc1cc2oc(=O)cc(-c3ccccc3)c2c(C)c1-c1ccc(F)c(Cl)c1 | i | i
CCN(CC)S(=O)(=O)c1ccc(N2CCOCC2)c(NC(=O)c2sccc2C)c1 | i | i
COc1cccc(C=Nc2cc(C(C)C)c(O)cc2C)c1O | i | i
Cc1cnc(C(=O)N2CCN(S(=O)(=O)c3cc(C(F)(F)F)cc(C(F)(F)F)c3)CC2)cn1 | i | i
COc1ccc2cc(CO)c3cc(OC)c(OC)cc3c2c1 | i | i
O=C(OCC(=O)N(c1ccccc1)C1CCCCC1)c1ccc(CO)cc1 | i | i
Cn1c2ccccc2c(=O)c2cc(NCCCN3CCOCC3)ccc21 | i | i
COc1ccc(NC(=O)c2cccc(S(=O)(=O)N3CCN(c4ccccc4)CC3)c2)c(OC)c1 | i | i
O=C(c1cn(Cc2ccccc2)nc1-c1cccnc1)N1CCN(Cc2ccccc2)CC1 | i | i
Cn1cnc([N+](=O)[O-])c1Sc1nc(N)nc2c1ncn2C1CC(O)C(CO)O1 (configuration not stated) | i | i
O=C(COC(=O)c1ccc(F)cc1)NCC1CCCCC1 | i | i
C1=C(c2ccc(-c3ccccc3)cc2)Nc2ncnn2C1c1ccco1 (configuration not stated) | i | i
COC1OC(CO)C(N(C)C(C)=O)C1O (configuration not stated) | i | i
O=C1CSc2ccc(C(=O)NCCc3ccc(Cl)cc3Cl)cc2N1 | i | i
O=C(NCC(c1ccco1)N1CCCC1)c1cc(S(=O)(=O)N2CCOCC2)ccc1Cl (configuration not stated) | i | i
C[C@H]1COC(=O)[C@H](CC(=O)OC(C)(C)C)C/C=C\C[C@@H](CC(=O)NCCO)C(=O)N1 | i | i
Cc1ccc(C)c(S(=O)(=O)N2CCN(C(=O)CCC(=O)NCc3ccc(Cl)cc3Cl)CC2)c1 | i | i
COc1ccc(N2CCN(C(=O)[C@@H]3CCCN3C3=NS(=O)(=O)c4ccccc43)CC2)cc1 | i | i
COc1ccc(OC)c(COC(=O)c2cccc(S(=O)(=O)N3CCCCC3)c2)c1 | -8.8* | i
O=C(CSCC(=O)NN=Cc1ccccc1O)NN=Cc1ccccc1O | i | i
Cc1ccc2c(c1)c1c(n2CC(O)CNC(C)(C)C)CCCC1 (configuration not stated) | i | i
Cc1ccc(NC(=O)CN2C(=O)NC(C)(C3CC3)C2=O)c([N+](=O)[O-])c1 (configuration not stated) | i | i
Cc1cccc(OCC(=O)Nc2nc(-c3ccncc3)cs2)c1 | i | i
COc1ccc(CCC(=O)N2CCN(S(=O)(=O)c3ccc(OC(F)(F)F)cc3)CC2)cc1 | i | i

Source: PubChem BioAssay (Johns Hopkins Ion Channel Center)

This is a subset. The share of hits here may be higher or lower than overall.
